# VP16 counter: inhibits Gal4-VP16 luciferase reporter, ROR gamma counter-screen; Drosophila S2 Gal4-VP16 UAS-luciferase, luminescence, 20 h; Potency, µM (top dose mostly 53.6 µM), without a hit: at the top dose activity, negative = inhibition, hits mostly inhibitors; 310,000 tested, 3.5% active; AID 2546;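 also: Gal4-VP16 expression switched on by copper sulfate through the metallothionein promoter; % is scaled to controls: 0 for no effect and ±100 for the full control effect; nearly all actives have a fitted effect of over 50% in size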
# ELG1 genotoxic: induces genotoxicity in HEK293T cells with luciferase-tagged ELG1. 330,000 tested, 1.3% active. HEK293T ELG1-luciferase reporter, luminescence, 16 h. AID 504466. Potency, µM (doses to about 46 µM), for the others: at the highest dose activity change, positive = activation, actives largely listed as activators; also: % of control where 0% means no effect; nearly all actives have a fitted effect of over 60% in size
#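 Reporter readout depends on ELG1 protein level, which increases with genetic stress. After 16 hr compound exposure at 37 °C, luciferase activity was quantified using ONE-Glo.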
# NPC1 promoter act: activates the NPC1 promoter. Huh7 NPC1 promoter luciferase reporter, 24 h. Potency, µM (top dose mostly 9.22 µM), inactives show at the top dose activation, hits mostly activators. 320,000 tested, 2.4% active. AID 485313;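 also: % of control where 0% means no effect; nearly all actives have a fitted effect of over 60% in size; reporter is driven by a mutant NPC1 promoter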
#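 Readout is luciferase luminescence, reflecting NPC1 promoter activation in stably transfected Huh7 cells after 24 h compound exposure at 37 °C in reduced-serum medium with 10% FBS.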
# FLuc modulator: firefly luciferase modulation, counter-screen for miR-21 project; 360,000 tested, 6.9% active; Potency, µM (top dose mostly 57.5 µM), without a hit: at the top dose activity change, negative = inhibition, most hits filed as inhibitors; purified FLuc, Km substrates, luminescence inhibition;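 also: plate controls were vehicle for no effect and reference inhibitor for full effect; nearly all actives have a fitted effect of over 55% in size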
#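 Biochemical qHTS of compounds, final roughly 60 µM downward over six points, against 10 nM purified firefly luciferase using Km concentrations of substrates (10 uM D-luciferin, 10 uM ATP) in Tris acetate pH 7.5 buffer; luminescence output.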
# BRCA1 expr act: BRCA1 expression activation; 380,000 tested, 1.1% active; AID 624202; MCF7-BRCA1-FFLuc reporter, luminescence, 48 h; response scale: scaled: vehicle 0%, 10 µM genistein 100%; Potency, µM (highest dose often 46.1 µM), for the others: at the highest dose activation, most hits filed as activators; also: nearly all actives have a fitted effect of over 80% in size; some results filed as inactive show a strong effect at the top dose
#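 MCF7-BRCA1-FFLuc, 2000 cells/well; 2 h attach, 37 °C/5% CO2; compound 48 h; luciferase substrate 15 min; luminescence end-point. Norm. to genistein 10 microM max activation and DMSO; concentration-response curves fitted.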
# uPA surface inh: inhibitors of cell surface uPA generation. AID 540303. Potency, µM (doses to about 38.3 µM), for the others: at the highest dose activity change, negative = inhibition, usual class: inhibitors. cell surface uPA generation assay, qHTS. 330,000 tested, 0.31% active; active = well fitted inhibition curve with a large enough effect; inconclusive = small, poorly fitted or top-dose-only effect; inactive = no such curve, though single readings can be large or run the other way; tested in mouse RAW 264.7 cells; also: % is scaled to controls: 0 for no effect and ±100 for the full control effect; nearly all actives have a fitted effect of over 55% in size
# MBNL1-CUG inh: inhibitors of human MBNL1 binding to CUG repeat RNA. Potency, µM (doses to about 57.5 µM), inactives show top-dose activity change, negative = inhibition, hits mostly inhibitors. 280,000 tested, 0.036% active. TR-FRET MBNL1-His/biotin-(CUG)12 binding, 665/545 ratio; active = well fitted inhibition curve with a large enough effect in the signal ratio, with a control signal flat, not every such curve was filed as active; inconclusive = small, poorly fitted or top-dose-only effect, or effect the other way, or a change in a side signal; inactive = no such curve, though single readings can be large or run the other way; the % refers to the signal ratio; also: % is scaled to controls: 0 for no effect and ±100 for the full control effect
# Target sequence (Q9NR56 whole entry, looked up): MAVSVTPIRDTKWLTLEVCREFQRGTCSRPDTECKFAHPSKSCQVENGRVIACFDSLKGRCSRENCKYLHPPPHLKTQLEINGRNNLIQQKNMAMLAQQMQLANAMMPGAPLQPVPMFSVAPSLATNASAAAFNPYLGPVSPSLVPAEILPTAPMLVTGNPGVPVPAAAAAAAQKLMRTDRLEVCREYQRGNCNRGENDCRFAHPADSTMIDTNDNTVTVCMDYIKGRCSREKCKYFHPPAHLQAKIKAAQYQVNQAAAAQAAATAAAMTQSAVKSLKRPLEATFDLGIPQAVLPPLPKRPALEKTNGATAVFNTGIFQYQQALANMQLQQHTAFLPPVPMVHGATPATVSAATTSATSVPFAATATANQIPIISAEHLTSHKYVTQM
#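 Compounds (final 92 nM to 58 uM) are added to His-tagged MBNL1 and biotin-(CUG)12, then terbium anti-His antibody and streptavidin-XL665 (5 nM final). After 60 min at room temperature, the 665/545 nm ratio is read.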
# p53 reactivation: mutant p53 re-activation in reporter cells. H1299 p53-A138V BP100-luciferase reporter, luminescence, 24 h. Potency, µM (series often up to 92.2 µM), for the others: at the highest dose activity change, positive = activation, usual class: activators. 320,000 tested, 0.063% active. AID 504706; also: % of control where 0% means no effect; nearly all actives have a fitted effect of over 45% in size
#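 p53-null H1299 cells stably carrying temperature-sensitive p53-A138V and a BP100-luciferase reporter were pinned with compounds (4-point, 1:5 series) and held 24 hrs at 37 deg C. Luminescence was read 10 min after detection reagent.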
# Rab9 prom act: activates the Rab9 promoter. Huh7 Rab9 promoter-luciferase reporter, luminescence, 24 h. Potency, µM (top dose mostly 9.22 µM), without a hit: at the highest dose activation, negative = inhibition, actives largely listed as activators. 320,000 tested, 2.8% active. AID 485297; also: % of control where 0% means no effect; nearly all actives have a fitted effect of over 60% in size
#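 Huh7 cells stably carrying a Rab9 promoter-luciferase reporter, 1500 cells per well in OP-MEM I with 10% FBS, treated with compound 24 hours at 37C. Luciferase activity read by luminescence after 10 minutes with Amplite reagent.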
# RORgamma inh: ROR gamma (mouse) transcription inhibition; P51450; Drosophila S2 Gal4-RORgamma UAS-luciferase reporter, 20 h; Potency, µM (top dose mostly 53.6 µM), inactives show top-dose activity change, negative = inhibition, actives largely listed as inhibitors; 310,000 tested, 5.4% active; also: % is scaled to controls: 0 for no effect and ±100 for the full control effect; nearly all actives have a fitted effect of over 60% in size
#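 Luminescence from a UAS-regulated Photinus luciferase reporter in stably transfected Drosophila Schneider cells is measured; decreased signal marks ROR gamma inhibition. Fusion expression is induced by 700 uM copper sulfate for 20 hr.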
# An asterisk follows results filed as active; ? = inconclusive; . = no result given; [ ] = dose if it differs, or a comment. Unless noted, calls follow the shape of the dose curve; as a rule, active = well fitted curve in the direction sought with a large enough effect; inconclusive = small, poorly fitted or top-dose-only effect, or another doubt; inactive = no such curve, though single readings can be large; an effect the other way counts as inactive or inconclusive. Potency is read from the fitted curve at half-maximal effect.
# Abbreviations – A = VP16 counter; B = ELG1 genotoxic; C = NPC1 promoter act; D = FLuc modulator; E = BRCA1 expr act; F = uPA surface inh; G = MBNL1-CUG inh; H = p53 reactivation; I = Rab9 prom act; J = RORgamma inh
1. CCOC(=O)N/N=C(\C)c1ccccc1OC(F)F
  A: -4%; B: -4%; C: 1%; D: -5%; E: -10%; F: -1%; G: -5%; H: -6%; I: -6%; J: 13%

2. O=c1[nH]cnc2sc3c(c12)CCC3
  A: 5%; B: 1%; C: -1%; D: 5%; E: -5%; F: 1%; G: -6%; H: -2%; I: -2%; J: 33%

3. O=C(/C=C/c1ccc(S(=O)(=O)NCc2ccco2)cc1)NCc1cccc(Cl)c1
  A: -4%; B: 0%; C: 0%; D: 3%; E: -59%; F: -7%; G: .; H: -2%; I: 1%; J: ?

4. COCCOc1ccc(C(F)(F)F)cc1NC(=O)COC(=O)Cc1c[nH]c2ccccc12
  A: .; B: -1%; C: 8%; D: ?; E: -42%; F: 1%; G: .; H: -3%; I: -1%; J: .

5. CN(c1cccc(NC(=O)CN(c2cccc(Cl)c2)S(=O)(=O)c2ccc(Cl)cc2)c1)S(C)(=O)=O
  A: -18%; B: -8%; C: -2%; D: 2%; E: -93%; F: -7%; G: -6%; H: 7%; I: -12%; J: 17%

6. NC(=S)NN=C1c2cc(OCCN3CCOCC3)ccc2-c2ccc(OCCN3CCOCC3)cc21
  A: 3.2µM*; B: -9%; C: -34%[inhibitor]; D: ?; E: -89%; F: -10%; G: ?; H: 5%; I: -42%[inhibitor]; J: 1.3µM*

7. O=C(COc1ccc2c3c(c(=O)oc2c1)CCC3)Nc1ccc(CCO)cc1
  A: -25%; B: 1%; C: -6%; D: 2%; E: 0%; F: 6%; G: 17%; H: -8%; I: -3%; J: -28%

8. COC(=O)C1=C(NC(=O)C(C)(C)C)CCS1
  A: 0%; B: -1%; C: 0%; D: 3%; E: 2%; F: 4%; G: 3%; H: -3%; I: 2%; J: 2%

# Some of these compounds in order of length of the SMILES, high to low.
# Abbreviations – A = VP16 counter; B = ELG1 genotoxic; C = NPC1 promoter act; D = FLuc modulator; E = BRCA1 expr act; F = uPA surface inh; G = MBNL1-CUG inh; H = p53 reactivation; I = Rab9 prom act; J = RORgamma inh
7. O=C(COc1ccc2c3c(c(=O)oc2c1)CCC3)Nc1ccc(CCO)cc1
  A: -25%; B: 1%; C: -6%; D: 2%; E: 0%; F: 6%; G: 17%; H: -8%; I: -3%; J: -28%

8. COC(=O)C1=C(NC(=O)C(C)(C)C)CCS1
  A: 0%; B: -1%; C: 0%; D: 3%; E: 2%; F: 4%; G: 3%; H: -3%; I: 2%; J: 2%

2. O=c1[nH]cnc2sc3c(c12)CCC3
  A: 5%; B: 1%; C: -1%; D: 5%; E: -5%; F: 1%; G: -6%; H: -2%; I: -2%; J: 33%

# Results in sequence from above.
# ELG1 genotoxic, nos. 1–8: -4%, 1%, 0%, -1%, -8%, -9%, 1%, -1%
# uPA surface inh, nos. 1–8: -1%, 1%, -7%, 1%, -7%, -10%, 6%, 4%

# Quoted at random: two compounds from above, in no set order.
# Abbreviations – A = VP16 counter; B = ELG1 genotoxic; C = NPC1 promoter act; D = FLuc modulator; E = BRCA1 expr act; F = uPA surface inh; G = MBNL1-CUG inh; H = p53 reactivation; I = Rab9 prom act; J = RORgamma inh
3. O=C(/C=C/c1ccc(S(=O)(=O)NCc2ccco2)cc1)NCc1cccc(Cl)c1
  A: -4%; B: 0%; C: 0%; D: 3%; E: -59%; F: -7%; G: .; H: -2%; I: 1%; J: ?

1. CCOC(=O)N/N=C(\C)c1ccccc1OC(F)F
  A: -4%; B: -4%; C: 1%; D: -5%; E: -10%; F: -1%; G: -5%; H: -6%; I: -6%; J: 13%
